NFkB binder – binders of human NF-kappa-B p105; P19838; Small molecule microarray, anti-His fluorescence binding; calls only; 17,000 tested, 1.3% active; AID 624139;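 active = spot fluorescence over background significantly raised, with a chance value under 7% in all four replicate spots of the compound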;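 also: probe protein is his-tagged human p50 processed subunit at 1 µg/ml; raw spot fluorescence signals with no normalization applied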
Target sequence (P19838 1-433 limits assumed): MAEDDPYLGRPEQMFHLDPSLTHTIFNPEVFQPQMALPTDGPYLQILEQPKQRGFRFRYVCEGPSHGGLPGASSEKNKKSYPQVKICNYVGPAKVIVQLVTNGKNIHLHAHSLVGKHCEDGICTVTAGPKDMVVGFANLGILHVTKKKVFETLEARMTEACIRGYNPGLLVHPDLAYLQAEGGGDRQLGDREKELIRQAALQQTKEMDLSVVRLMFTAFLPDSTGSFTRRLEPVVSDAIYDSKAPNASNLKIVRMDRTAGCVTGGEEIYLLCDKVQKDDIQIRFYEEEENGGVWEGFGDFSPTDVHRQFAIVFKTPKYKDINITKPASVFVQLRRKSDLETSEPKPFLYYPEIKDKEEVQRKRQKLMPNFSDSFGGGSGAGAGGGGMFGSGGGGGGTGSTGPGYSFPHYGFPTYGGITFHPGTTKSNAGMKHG
Calls only; i = inactive.

SMILES | NFkB binder
COc1ccc(S(=O)(=O)N2CCN(Cc3cccc(OCCO)c3)CC2)cc1 | i
COc1cc(O)c2c(=O)c(OC)c(-c3ccc(OC)c(OC)c3)oc2c1 | i
COc1ccc(NC(=O)CSc2nnc3sc4ccccc4n23)cc1 | i
CCOc1ccc(NC(=O)c2ccc(NS(=O)(=O)c3cccc4cccnc34)cc2)cc1 | i
COc1ccc(S(=O)(=O)Nc2ccc3c(c2)CC(=O)N([C@H](C)CO)C[C@H](C)[C@@H](CN(C)C)O3)cc1 | i
Cc1nnc(SCC(=O)N2CCC(c3noc4ccc(F)cc34)CC2)s1 | i
COc1ncnc(NS(=O)(=O)c2ccc(N)cc2)c1OC | i
Cc1c(CC(=O)O)c(=O)oc2c(C)c(OCC(=O)O)ccc12 | i
Cc1noc(C)c1NC(=O)N(C)C[C@H]1Oc2c(NC(=O)c3cnccn3)cccc2C(=O)N([C@H](C)CO)C[C@H]1C | i
COc1ccccc1OCCCSc1nc(-c2ccccc2)cc(=O)[nH]1 | i
O=C(NC1CC1)C1=C[C@H](c2coc3ccccc3c2=O)C[C@H](OCc2ccc(CO)cc2)O1 | i
Cc1nn(C)c2nc(NNC(=O)Nc3cc(Cl)nc(Cl)c3)cc(C(C)C)c12 | i
C[C@@H]1CCCCO[C@@H](CN(C)C)[C@@H](C)CN([C@@H](C)CO)C(=O)c2cc(NC(=O)C3CCCCC3)ccc2O1 | i
O=C(O)c1ccc(CNC(=O)c2cccnc2C(=O)O)cc1 | i
CCc1ccc2c(-c3cccc(Cl)c3)nc(=O)n(CC)c2n1 | i
COc1cc(S(=O)(=O)NCCc2ccccc2)c(OC)cc1Br | i
O=C(O)CCC/C=C/CC1COC(C(F)(F)F)OC1c1ccccc1O (configuration not stated) | i
C[C@@H]1CN([C@H](C)CO)C(=O)c2cccc(NC(=O)C3CCOCC3)c2O[C@@H]1CN(C)Cc1ccc2c(c1)OCO2 | i
COC(=O)C1=CO[C@@H](O[C@@H]2O[C@H](CO)[C@@H](O)[C@H](O)[C@H]2O)[C@@H]2[C@@H](C)[C@@H](OC(=O)C3=CO[C@@H](O[C@@H]4O[C@H](CO)[C@@H](O)[C@H](O)[C@H]4O)[C@@H]4[C@@H](C)[C@@H](OC(C)=O)C[C@H]34)C[C@H]12 | i
C[C@H](CO)N1C[C@H](C)[C@H](CN(C)S(=O)(=O)c2cn(C)cn2)Oc2ncc(Br)cc2C1=O | i
CCO[C@@H]1OC(C(=O)N2CCN(C)CC2)=C[C@H](c2ccccc2)[C@H]1CCCO | i
C[C@H]1CN([C@@H](C)CO)C(=O)c2cc(NC(=O)Nc3ccc4c(c3)OCO4)ccc2O[C@H]1CN(C)C(=O)NC1CCCCC1 | i
C[C@@H]1CN([C@@H](C)CO)C(=O)Cc2cc(NC(=O)Nc3cccc4ccccc34)ccc2O[C@H]1CN(C)Cc1ccc(-c2ccccc2)cc1 | i
CC(C)NC(=O)N(C)C[C@H]1OCCCC[C@@H](C)Oc2ccc(NC(=O)c3ccncc3)cc2C(=O)N([C@H](C)CO)C[C@@H]1C | i
CCN(CC)C(=O)c1sc(NC(=S)Nc2ccc(Br)cn2)c(C(=O)OC)c1C | i
Next section.
SMILES | NFkB binder
C[C@@H]1CN([C@H](C)CO)C(=O)c2cc(NC(=O)CCCN(C)C)ccc2O[C@H]1CN(C)C(=O)Nc1ccccc1 | i
Cc1noc(C)c1NC(=O)Nc1cccc2c1O[C@@H](CN(C)C(=O)Nc1cccc3ccccc13)[C@H](C)CN([C@@H](C)CO)C2=O | i
CC1CCN=C(N)S1 (configuration not stated) | i
CN1CCN(Cc2nc(N)nc(Nc3ccccc3)n2)CC1 | i
C[C@@H]1CN([C@@H](C)CO)C(=O)c2cc(NC(=O)NC3CCCCC3)ccc2O[C@H]1CN(C)C(=O)Nc1ccc2c(c1)OCO2 | i
C[C@@H]1CN([C@@H](C)CO)C(=O)Cc2cc(NC(=O)Cc3ccccc3)ccc2O[C@H]1CN(C)Cc1ccncc1 | i
C[C@@H]1CCCCO[C@@H](CN(C)C(=O)CCC(F)(F)F)[C@@H](C)CN([C@H](C)CO)C(=O)c2cc(NC(=O)Nc3ccc4c(c3)OCO4)ccc2O1 | i
CC(C)(C)NC(=O)C(COCc1ccccc1)OC(=O)c1ccccc1 (configuration not stated) | i
O=C(CSc1nc2ccccc2o1)Nc1ccc(I)cc1 | i
O=c1[nH]c(SCc2n[nH]c(=S)n2-c2ccccc2)nc2ccccc12 | i
NS(=O)(=O)c1cccc2c1c([N+](=O)[O-])cc1[nH]c(=O)c(=O)[nH]c12 | i
CN1C(=O)[C@@H]2[C@@H](CC(COc3ccccc3)=C3[C@@H](c4ccccc4)OB(O)C[C@@H]32)C1=O | i
COc1ccc(NC(=O)Nc2ccc3c(c2)C(=O)N([C@@H](C)CO)C[C@@H](C)[C@H](CN(C)Cc2ccc(C(F)(F)F)cc2)O3)cc1 | i
O=C(CSc1nccc(=O)[nH]1)N1CCCc2ccccc21 | i
CNC[C@@H]1OCCCC[C@H](C)Oc2ccc(NC(=O)Nc3ccccc3)cc2C(=O)N([C@H](C)CO)C[C@@H]1C | i
C[C@H]1CN([C@@H](C)CO)C(=O)c2cccc(NS(C)(=O)=O)c2O[C@@H]1CN(C)S(=O)(=O)c1ccc(Cl)cc1 | i
COc1ccc(OC)c(NC(=O)Cc2coc3ccc(C)cc23)c1 | i
COc1cc(CN(C)Cc2cccc3ccccc23)c([N+](=O)[O-])cc1OC | i
COc1ccc(S(=O)(=O)Nc2cccc3c2O[C@@H](CN(C)S(=O)(=O)c2cccs2)[C@H](C)CN([C@H](C)CO)C3=O)cc1 | i
C[C@H](CO)N1C[C@H](C)[C@H](CN(C)Cc2ccc(C(F)(F)F)cc2)Oc2ccc(NC(=O)Nc3ccc4c(c3)OCO4)cc2C1=O | i
C=CCN1C(=O)[C@]2(O[C@H](CCO)[C@@H]([Si](C)(C)c3ccc(OC)cc3)[C@@H]2C)c2cc(N3CCC3=O)ccc21 | i
COc1ccc(OC)c(-n2c(-c3cc(-c4ccco4)[nH]n3)n[nH]c2=S)c1 | i
Cc1noc(C)c1NC(=O)N(C)C[C@H]1OCc2cn(nn2)CCCC(=O)N([C@@H](C)CO)C[C@@H]1C | i
COc1ccc(S(=O)(=O)N(C)C[C@H]2Oc3c(NC(=O)Nc4cccc5ccccc45)cccc3C(=O)N([C@H](C)CO)C[C@H]2C)cc1 | i
Cc1noc(C)c1NC(=O)Nc1ccc2c(c1)C(=O)N([C@@H](C)CO)C[C@@H](C)[C@H](CN(C)C(=O)Nc1c(C)noc1C)O2 | i
Other results
SMILES | NFkB binder
C[C@H](CO)N1C[C@H](C)[C@@H](CN(C)Cc2ccc(C(F)(F)F)cc2)Oc2ccc(N(C)C)cc2CC1=O | i
CC(C)(CO)NCC(O)COc1ccccc1Cl (configuration not stated) | i
COc1ccc(NC(=O)Nc2cccc3c2O[C@H](CN(C)S(=O)(=O)c2cccs2)[C@@H](C)CN([C@@H](C)CO)C3=O)cc1 | i
C[C@@H]1CN([C@H](C)CO)C(=O)c2cc(NC(=O)NC3CCCCC3)ccc2O[C@@H]1CN(C)Cc1ccc2c(c1)OCO2 | i
Cc1noc(C)c1NC(=O)N(C)C[C@H]1Oc2ccc(NS(=O)(=O)c3cn(C)cn3)cc2CC(=O)N([C@H](C)CO)C[C@H]1C | i
Cc1noc(C)c1NC(=O)Nc1ccc2c(c1)C(=O)N([C@@H](C)CO)C[C@H](C)[C@@H](CN(C)C(=O)C1CCCCC1)OCCCC[C@H](C)O2 | i
Cn1cc(CNC(=O)c2cc(-c3ccc(Br)cc3)nc3ccccc23)cn1 | i
CNC[C@H]1Oc2c(NC(=O)Nc3ccccc3)cccc2C(=O)N([C@@H](C)CO)C[C@H]1C | i
C[C@H](CO)N1C[C@H](C)[C@H](CN(C)CC2CC2)Oc2ccc(NS(=O)(=O)c3cccs3)cc2CC1=O | i
Cc1cc(SCC(=O)Nc2ccccc2)nc2c(C)cccc12 | i
Cc1cc([N+](=O)[O-])ccc1NC(=O)CN1C(=O)COc2ccc(Cl)cc21 | i
Cc1ccc(-n2c(SCC(=O)Nc3cc(C(F)(F)F)ccc3Cl)nnc2-c2ccco2)cc1 | i
COC(=O)c1cccc(NC(=O)C(C)Oc2ccc3c(C)cc(=O)oc3c2)c1 (configuration not stated) | i
C[C@H](CO)N1C[C@H](C)[C@H](CN(C)Cc2ccc(O)cc2)OCc2cnnn2CCCC1=O | i
COc1ccc(NC(=O)C(C)N(c2cc(C)cc(C)c2)S(C)(=O)=O)c(OC)c1 (configuration not stated) | i
C[C@@H]1CCCCO[C@@H](CN(C)C(=O)Cc2ccccc2)[C@@H](C)CN([C@@H](C)CO)C(=O)c2cc(NS(C)(=O)=O)ccc2O1 | i
Cc1ccc(Cc2cncc(O)c2)cc1S(=O)(=O)O | i
O=C(Nc1ccccc1)C1=C[C@@H](c2ccc3c(c2)Cc2ccccc2-3)C[C@@H](OCc2ccc(CO)cc2)O1 | i
CCO[C@H]1OC(C(=O)N2CCOCC2)=C[C@@H](c2ccc(Br)cc2)[C@@H]1CCCO | i
CCOC(=O)c1c(NC(=S)Nc2nc(C)cc(C)n2)sc2c1CCCCCC2 | i
Cc1noc(C)c1NC(=O)N(C)C[C@H]1Oc2ccc(NC(=O)NC3CCCCC3)cc2C(=O)N([C@H](C)CO)C[C@@H]1C | i
C[C@@H]1CCCCO[C@H](CN(C)C(=O)Nc2cccc3ccccc23)[C@@H](C)CN([C@H](C)CO)C(=O)c2cc(NS(=O)(=O)c3cccs3)ccc2O1 | i
COc1ccc(S(=O)(=O)N(C)C[C@H]2Oc3ccc(NC(=O)CCCN(C)C)cc3CC(=O)N([C@H](C)CO)C[C@H]2C)cc1 | i
O=C(NCCN1CCOCC1)c1cc(-c2ccccc2)on1 | i
C[C@@H]1CN([C@@H](C)CO)C(=O)c2cccc(NC(=O)C3CCOCC3)c2O[C@@H]1CN(C)C(=O)Nc1ccc2c(c1)OCO2 | i

Filtered by structure, the entries above containing a CF3 group (6)
SMILES | NFkB binder
O=C(O)CCC/C=C/CC1COC(C(F)(F)F)OC1c1ccccc1O (configuration not stated) | i
C[C@@H]1CCCCO[C@@H](CN(C)C(=O)CCC(F)(F)F)[C@@H](C)CN([C@H](C)CO)C(=O)c2cc(NC(=O)Nc3ccc4c(c3)OCO4)ccc2O1 | i
COc1ccc(NC(=O)Nc2ccc3c(c2)C(=O)N([C@@H](C)CO)C[C@@H](C)[C@H](CN(C)Cc2ccc(C(F)(F)F)cc2)O3)cc1 | i
C[C@H](CO)N1C[C@H](C)[C@H](CN(C)Cc2ccc(C(F)(F)F)cc2)Oc2ccc(NC(=O)Nc3ccc4c(c3)OCO4)cc2C1=O | i
C[C@H](CO)N1C[C@H](C)[C@@H](CN(C)Cc2ccc(C(F)(F)F)cc2)Oc2ccc(N(C)C)cc2CC1=O | i
Cc1ccc(-n2c(SCC(=O)Nc3cc(C(F)(F)F)ccc3Cl)nnc2-c2ccco2)cc1 | i

New compounds follow.
SMILES | NFkB binder
C[C@@H]1CCCCO[C@@H](CN(C)C)[C@H](C)CN([C@@H](C)CO)C(=O)c2cc(NC(=O)C3CCCCC3)ccc2O1 | i
C[C@@H]1CN([C@@H](C)CO)C(=O)c2cc(NS(=O)(=O)c3cn(C)cn3)ccc2O[C@H]1CN(C)C(=O)NC1CCCCC1 | i
C[C@@H]1CN([C@H](C)CO)C(=O)c2cccc(NS(=O)(=O)c3ccccc3)c2O[C@H]1CN(C)C(=O)Nc1ccccc1 | i
CCc1c(O)cc(O)c2c1O[C@H](C)CC2=O | i
COc1ccc(NC(=O)Nc2ccc3c(c2)C(=O)N([C@H](C)CO)C[C@@H](C)[C@H](CN(C)S(=O)(=O)c2cn(C)cn2)OCCCC[C@H](C)O3)cc1 | i
C[C@@H]1CN([C@@H](C)CO)C(=O)Cc2cc(NS(=O)(=O)c3ccc(Cl)cc3)ccc2O[C@@H]1CN(C)C(=O)Nc1cccc2ccccc12 | i
O=C1O[C@@H](c2ccccc2)[C@@H](c2ccccc2)N2[C@@H](c3ccc(OCCO)cc3)[C@]3(C(=O)Nc4ccccc43)[C@@H](C(=O)N3CCN(c4ncccn4)CC3)[C@H]12 | i
CC(C)NC(=O)Nc1ccc2c(c1)C(=O)N([C@H](C)CO)C[C@@H](C)[C@H](CN(C)C)O2 | i
C/C=C1\[C@H](O[C@@H]2O[C@H](CO)[C@@H](O)[C@H](O)[C@H]2O)OC=C(C(=O)O)[C@H]1CC(=O)OCCc1ccc(O)cc1 | i
C[C@H](CO)N1C[C@H](C)[C@@H](CN(C)CC2CC2)Oc2ccc(NC(=O)Nc3ccccc3)cc2CC1=O | i
CS(=O)(=O)N(CC(=O)NC1CC1)c1ccc(Cl)c(Cl)c1 | i
COc1cc(O)cc(C(=O)O)c1Oc1cc(C)cc(O)c1C(=O)O | i
Cc1sc2nc3c4ccccc4c(NCc4ccccn4)nn3c(=O)c2c1C | i
COc1ccc(C(CC(=O)O)NC(N)=O)cc1 (configuration not stated) | i
CS(=O)(=O)N(CC(=O)Nc1ccc(C(F)(F)F)cc1)c1ccccc1Cl | i
COc1ccc(S(=O)(=O)N(C)C[C@@H]2Oc3ccc(NC(=O)Nc4ccc5c(c4)OCO5)cc3CC(=O)N([C@@H](C)CO)C[C@H]2C)cc1 | i
COc1ccc(NCC(O)Cn2ccc3ccccc32)cc1 (configuration not stated) | i
C[C@H](CO)N1C[C@H](C)[C@H](CN(C)CC2CC2)Oc2ccc(NC(=O)Cn3cnnn3)cc2C1=O | i
Nc1nnc(SCCN2C(=O)c3ccccc3S2(=O)=O)s1 | i
C[C@H](CO)N1C[C@H](C)[C@H](CN(C)C(=O)Nc2cccc3ccccc23)Oc2ccc(NC(=O)Nc3cccc4ccccc34)cc2CC1=O | i
COc1ccccc1-c1cc(=O)c2ccccc2o1 | i

Of the compounds above, these contain a furan ring, fused or not:
SMILES | NFkB binder
COc1ccc(OC)c(NC(=O)Cc2coc3ccc(C)cc23)c1 | i
COc1ccc(OC)c(-n2c(-c3cc(-c4ccco4)[nH]n3)n[nH]c2=S)c1 | i
Cc1ccc(-n2c(SCC(=O)Nc3cc(C(F)(F)F)ccc3Cl)nnc2-c2ccco2)cc1 | i

Not all compounds are listed. The share of hits here may be higher or lower than overall.
